Compound activity as filed in PubChem.
DT40 TDP1 CPT – DT40-hTDP1 cell growth loss with CPT | Potency, µM (doses to about 46.2 µM), for the others: at the highest dose activity change, negative = growth inhibition, hits mostly inhibitors | chicken DT40 Tdp1-/-;hTDP1 cells + 20 nM CPT, ATP luminescence, 48 h | actives 12% (n = 420,000); note: nearly all actives have a fitted effect of over 55% in size
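Chicken DT40 Tdp1-/- cells complemented with human TDP1, 400 cells/well, exposed to compounds plus 20 nM camptothecin for at least 48 h at 37 C; viability read as ATP content by CellTiter-Glo luminescence.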
FEN1 inhibitor – inhibitors of human flap endonuclease 1; P39748; Recombinant FEN1 flap cleavage, fluorescence, 15 min; Potency, µM (doses to about 114 µM), for inactives: top-dose activity change, negative = inhibition, hits mostly inhibitors; actives 0.35% (n = 390,000); note: nearly all actives have a fitted effect of over 65% in size
Target sequence (P39748 whole entry, looked up): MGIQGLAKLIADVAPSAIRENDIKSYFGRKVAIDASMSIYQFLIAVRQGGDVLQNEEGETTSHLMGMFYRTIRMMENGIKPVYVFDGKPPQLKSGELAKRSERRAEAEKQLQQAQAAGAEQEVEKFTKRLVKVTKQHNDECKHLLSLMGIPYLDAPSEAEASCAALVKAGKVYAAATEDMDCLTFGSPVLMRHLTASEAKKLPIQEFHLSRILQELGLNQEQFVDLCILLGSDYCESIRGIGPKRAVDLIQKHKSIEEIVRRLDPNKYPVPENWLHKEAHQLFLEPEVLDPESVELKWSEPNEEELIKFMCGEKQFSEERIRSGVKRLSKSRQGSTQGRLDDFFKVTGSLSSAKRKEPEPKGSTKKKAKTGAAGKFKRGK
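Compounds are tested as a concentration series against 10 nM FEN1; after a 15 min room-temperature preincubation, 50 nM substrate starts cleavage, with plate reads at 0 and 15 min. Normalized responses are fitted by a Hill equation.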
N370S GC – N370S glucocerebrosidase modulation, Gaucher chaperone candidate; N370S GC spleen homogenate, 4MU-glucoside fluorescence; AID 2101; P04062; actives 0.092% (n = 330,000); Potency, µM (series often up to 59.4 µM), without a hit: at the top dose activity change, negative = inhibition, usual class: inhibitors;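 note: 0% = full enzyme activity and -100% = no enzyme basal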
Active calls of the source: *; ? = inconclusive; . = not tested or not shown; & = joins results of further samples. Calls come from the whole dose curve; as a rule, active = well fitted curve in the direction sought with a large enough effect; inconclusive = small, poorly fitted or top-dose-only effect, or another doubt; inactive = no such curve, though single readings can be large; an effect the other way counts as inactive or inconclusive. Unless noted, % is set by controls: 0 for no effect and ±100 for the full control effect; potency is the fitted concentration of half-maximal effect. The list is partial; rates above refer to the full screens.

SMILES | DT40 TDP1 CPT | FEN1 inhibitor | N370S GC
COc1ccc(CNC(=O)c2ccc(-c3nc(CSc4ccc(C)cc4)c(C)o3)cc2)c(OC)c1 | 8.2µM* | 9% | .
Cc1ccccc1C(=O)NC(CC(C)C)C(=O)OCC(=O)c1c(N)n(C)c(=O)n(C)c1=O (stereo unspecified) | 0% | 2% | 5%
CCN(CC)CCNCC(=O)N1c2ccccc2CCc2ccc(NC(=O)OC)cc21 | -10% | 20% | -3%
CC1CCC(C(=O)NC(C(=O)Nc2ccccn2)C(C)C)CC1 (stereo unspecified) | -24% | -11% | -9%
Cc1ccccc1N1CCN(CCN2C(=O)CC(=C3c4ccccc4-c4ccccc43)C2=O)CC1 | -29% | 7% | .
COc1ccccc1Cn1cc(C(=O)c2ccc(Cl)cc2)c(=O)c2cc3c(cc21)OCCO3 | ? | 4% | .
[O-]/C(=C(\C(=S)NCc1ccc2c(c1)OCO2)[n+]1ccccc1)c1ccc(Cl)s1 | ? | -10% | -2%
CCN(C(=O)CSc1nc2ccc(Cl)cc2[nH]1)C1CCS(=O)(=O)C1 (stereo unspecified) | 12% | 6% | .
COc1ccccc1C(=O)N/C(N)=N/c1nc2ccccc2o1 | ? | 7% | -3%
O=C(CO/N=C/c1ccc(OC(F)F)cc1)NCc1ccc(F)cc1 | -2% | -5% | 11%
CCOP(=O)(OCC)C(Nc1cccc([N+](=O)[O-])c1)c1ccccc1 (stereo unspecified) | -6% | -2% | -2%
CCOc1ccccc1-c1nnc(SCC(=O)NC2(C#N)CCCC2)o1 | 1% | 7% | .
Cc1c(Cl)cccc1NC(=O)C(C)n1nc(C)c2c(C)n(-c3ccccc3)nc2c1=O (stereo unspecified) | -25% | 0% | .
CC(=O)N1CCN(c2ccccc2NC(=O)c2ccc(-c3cccc([N+](=O)[O-])c3)o2)CC1 | 23µM* | -29% | -11%
O=C(COC(=O)c1cccc(O)c1)Nc1ccc(OC(F)F)cc1 | 2% | -4% | 0%
Cn1ncc(N)c1C(=O)Nc1cccc(C(F)(F)F)c1 | -27% | 2% | 7%
CCc1ccc(NC(=O)c2ccc3c(=O)n4c(nc3c2)CCCCC4)cc1 | ? | -21% | 8%
C[C@@H](C(=O)Nc1ccc2ccccc2c1)[C@H]1C[C@]1(C)[C@H](NC(=O)c1cnccn1)c1ccccc1 | ? | 7% | -3%&-6%
CCn1c2ccccc2c2nc3ccccc3nc21 | ? | ? | -5%
Cc1ccc(NC(=O)CSc2nnc(-c3cc(C)[nH]n3)n2N)cc1 | -9% | 4% | -3%
CC1(C)CC(=O)C([N+](=O)[O-])=C(NCCCO)C1 | -11% | 6% | 7%
O=C(NCCCN1CCOCC1)c1onc(CSc2ccccc2)c1C(=O)NCCCN1CCOCC1 | 10% | -12% | .
COCCN(C(=O)Cc1cccs1)C(C(=O)NCc1ccc(OC)cc1)c1ccc(OC)cc1 (stereo unspecified) | ? | 9% | 1%
CN(Cc1ccccc1)C(=O)c1ccc(NC(=O)Cc2cccc(NC(=O)C3CCCN(C(=O)C4CCCCC4)C3)c2)cc1 (stereo unspecified) | ? | 6% | .
CCOC(=O)Cc1csc(SCC(=O)Nc2cc(C)ccc2OC)n1 | -2% | -7% | 11%

A portion from the list above, for reference:
SMILES | DT40 TDP1 CPT | FEN1 inhibitor | N370S GC
COc1ccc(CNC(=O)c2ccc(-c3nc(CSc4ccc(C)cc4)c(C)o3)cc2)c(OC)c1 | 8.2µM* | 9% | .
Cc1ccccc1C(=O)NC(CC(C)C)C(=O)OCC(=O)c1c(N)n(C)c(=O)n(C)c1=O (stereo unspecified) | 0% | 2% | 5%
CCN(CC)CCNCC(=O)N1c2ccccc2CCc2ccc(NC(=O)OC)cc21 | -10% | 20% | -3%
CC1CCC(C(=O)NC(C(=O)Nc2ccccn2)C(C)C)CC1 (stereo unspecified) | -24% | -11% | -9%
Cc1ccccc1N1CCN(CCN2C(=O)CC(=C3c4ccccc4-c4ccccc43)C2=O)CC1 | -29% | 7% | .
COc1ccccc1Cn1cc(C(=O)c2ccc(Cl)cc2)c(=O)c2cc3c(cc21)OCCO3 | ? | 4% | .
[O-]/C(=C(\C(=S)NCc1ccc2c(c1)OCO2)[n+]1ccccc1)c1ccc(Cl)s1 | ? | -10% | -2%
CCN(C(=O)CSc1nc2ccc(Cl)cc2[nH]1)C1CCS(=O)(=O)C1 (stereo unspecified) | 12% | 6% | .
COc1ccccc1C(=O)N/C(N)=N/c1nc2ccccc2o1 | ? | 7% | -3%
O=C(CO/N=C/c1ccc(OC(F)F)cc1)NCc1ccc(F)cc1 | -2% | -5% | 11%
CCOP(=O)(OCC)C(Nc1cccc([N+](=O)[O-])c1)c1ccccc1 (stereo unspecified) | -6% | -2% | -2%
CCOc1ccccc1-c1nnc(SCC(=O)NC2(C#N)CCCC2)o1 | 1% | 7% | .
Cc1c(Cl)cccc1NC(=O)C(C)n1nc(C)c2c(C)n(-c3ccccc3)nc2c1=O (stereo unspecified) | -25% | 0% | .
CC(=O)N1CCN(c2ccccc2NC(=O)c2ccc(-c3cccc([N+](=O)[O-])c3)o2)CC1 | 23µM* | -29% | -11%
O=C(COC(=O)c1cccc(O)c1)Nc1ccc(OC(F)F)cc1 | 2% | -4% | 0%
Cn1ncc(N)c1C(=O)Nc1cccc(C(F)(F)F)c1 | -27% | 2% | 7%
CCc1ccc(NC(=O)c2ccc3c(=O)n4c(nc3c2)CCCCC4)cc1 | ? | -21% | 8%

The results go on:
SMILES | DT40 TDP1 CPT | FEN1 inhibitor | N370S GC
Cc1ccc(C(=O)CSc2nnc3ccccn23)c(C)c1 | 11% | 0% | -2%
O=C(CS(=O)(=O)c1cn(CC(=O)N2CCOCC2)c2ccccc12)NCc1ccccc1 | 0% | 11% | .
Fc1ccccc1-c1cc2cc3c(cc2cn1)OCO3 | ? | -25% | .
OCCN(Cc1nc(-c2ccc3c(c2)OCO3)no1)Cc1cccs1 | ? | -19% | 3%
COc1ccc(NC(=O)CSc2nnc(NC(=O)C3CCC3)s2)cc1 | 3% | -23% | -22%
N#C/C(N=Nc1ccccc1O)=N\Nc1ccccc1O | 21µM* | ? | -4%
COC(=O)c1c(NC(=O)c2c(Cl)cnn2C)sc(C)c1C | -22% | -2% | -24%
Cc1ccc(N2C(=O)N3[C@H]4c5ccccc5OC[C@@H]4[C@@H](c4ccccc4)[C@@]3(C)C2=O)cc1 | 6% | -10% | 2%
COc1cccc(/C=C(/C(=O)OCC(=O)NC2CCCC(C)C2C)c2ccccc2)c1 (stereo unspecified) | ? | -20% | 7%
CN(C(=O)CSc1nnc(-c2ccncc2)n1C)C1CCS(=O)(=O)C1 (stereo unspecified) | 4% | 0% | 5%
COc1ccc(/C=N/NC(=O)c2cnccn2)cc1O | 11% | 1% | -2%
O=C(O)CCn1c(SCc2cccc3ccccc23)nc2ccccc21 | -8% | 4% | .
CC(C)(C)OC(=O)N1CCC(CC2CC(c3cccc(Br)c3)=NO2)(C(=O)NCC2CCCCC2)CC1 (stereo unspecified) | ? | 8% | -2%
Cc1ccc(CSc2ccc(S(=O)(=O)N3CCCCC3)cn2)cc1 | -1% | -3% | -11%
CC(=O)c1cccc(NC(=O)/C(=C\c2ccco2)NC(=O)c2cccs2)c1 | -6% | -10% | 4%
CCCCCCCCCCCCCCCCCCNc1ccn(C2OC(COP(=O)(O)OCC3OC(n4cc(F)c(=O)[nH]c4=O)CC3O)C(O)C2O)c(=O)n1 (stereo unspecified) | 0.13µM* | ? | .
COc1ccc(CC(=O)Nc2ccncc2Cl)cc1 | 4.6µM* | 18% | -2%
c1ccc(CCN2CN=C(Nc3nc4ccccc4o3)NC2)cc1 | -14% | -1% | 11%
COc1ccc(C)cc1NC(=O)c1nnn(Cc2cccc(Br)c2)c1N | -23% | 2% | .
CCOc1ccc(NC(=O)c2ccc(NC(=O)c3ccc(CN4CCOCC4)cc3)cc2)cc1 | -5% | -1% | 0%
CCC(=O)NC(=S)Nc1ccc(N2CCOCC2)cc1 | 1% | 10% | 9%
CCOC(=O)c1c(C)n(-c2ccccc2)c2ccc(OCCN(C)C)cc12 | ? | -20% | -27%
COc1ccccc1C#Cc1ccc2c(=O)c3ccccc3n(C)c2c1 | ? | -7% | 23%
COc1ccc(CNC(=O)C2(C)Cc3ccccc3C(=O)O2)cc1 (stereo unspecified) | 2% | 0% | 1%
CCOc1ccc(C(=S)NC2CCCCC2)cc1 | -14% | -9% | -2%
The list continues.
SMILES | DT40 TDP1 CPT | FEN1 inhibitor | N370S GC
COC(=O)CC(=O)O[C@H]1C=C[C@@H](NC(=O)OC(C)(C)C)C1 | 8% | -3% | .
Cc1cc2nc3ccc(N(C)C)cc3nc2cc1N | ? | ? | .
CC(C)N(Cc1ccccc1)C(=O)CN1C(=O)NC2(CCCCCC2)C1=O | -21% | -3% | .
O=C(CSc1nnc(-c2ccccc2)c(-c2ccccc2)n1)NCC1CCCO1 (stereo unspecified) | -6% | 2% | .
CCCCCCc1c(O)nc(SCCN(C)C)[nH]c1=O | -22% | 22% | -3%
COc1cc(/C=C\C(=O)NCc2ccc3[nH]c(C)cc3c2)cc(OC)c1OC | -4% | 0% | -11%
Cc1ccc(S(=O)(=O)NN=C2C3CC4CC(C3)CC2C4)cc1 | 7% | 2% | ?
CCOc1cccc(C2NC(=S)NC(C)=C2C(=O)Nc2ccccc2)c1 (stereo unspecified) | ? | -2% | 3%
Cc1ccc(S(=O)(=O)N2CC(C(=O)O)=CC[C@H]2c2ccc(Cl)cc2)cc1 | 2% | -1% | -1%
S=C(NCC1COc2ccccc2O1)Nc1ccccc1 (stereo unspecified) | -18% | -9% | 15%
CCc1ccc2oc(C(=O)N3CCN(c4ccccc4OC)CC3)cc(=O)c2c1 | 5.2µM* | 6% | -2%
COc1cc(/C=N/NC(=O)c2ccc(CSc3nc4ccccc4[nH]3)cc2)cc(OC)c1OC | 18µM* | -31% | 7%
COc1c2c(c(OC)c3c1c(=O)c1ccccc1n3C)OCO2 | -19% | -7% | .
COc1cccc(-c2nc(NCc3ccccc3)c3ccccc3n2)c1O | ? | 0% | 3%
CCn1c(=O)cc(O)c2ccccc21 | 3% | ? | -6%
Cc1cnc(CNc2ncnc3ccc(-c4ccccc4Cl)cc23)cn1 | ? | . | -4%
Cc1ccccc1N(C(=O)c1snc(C(N)=O)c1N)C(C(=O)NCC1CCCO1)c1ccc(N(C)C)cc1 (stereo unspecified) | ? | 0% | -3%
COc1ccc(OC)c(NC(=O)CN(C)S(=O)(=O)c2ccc3[nH]c4c(c3c2)CCCC4)c1 | 18µM* | 5% | .
C/C(=N\N1CCN(C2c3ccccc3-c3ccccc32)CC1)c1ccncc1 | 16µM* | -15% | 1%
Cn1cc(/C=C2\SC(=O)N(c3ccccc3)C2=O)c2ccccc21 | 1% | 2% | 5%
Cc1cc(C)nc(NS(=O)(=O)c2ccc(NC(=O)c3cc(-c4ccccc4)nc4ccccc34)cc2)n1 | ? | 14% | 4%
COc1ccc(C(=O)NCC(=O)N2CCc3ccccc3C2)cc1 | 6% | 0% | 12%
COc1ccccc1CN1CC2(CCN(S(C)(=O)=O)CC2)C1 | 1% | . | -4%
COc1ccc(-c2c(NC(C)=O)n(C)c3ccccc3c2=O)cc1 | -7% | 2% | 2%
Cn1cc(/C=C/c2ccc3ccccc3n2)c2ccccc21 | 11µM* | ? | .

2 records drawn at random from the list so far, as already listed:
SMILES | DT40 TDP1 CPT | FEN1 inhibitor | N370S GC
COc1c2c(c(OC)c3c1c(=O)c1ccccc1n3C)OCO2 | -19% | -7% | .
Cc1cc2nc3ccc(N(C)C)cc3nc2cc1N | ? | ? | .

Remaining list, next part
SMILES | DT40 TDP1 CPT | FEN1 inhibitor | N370S GC
COc1ccc(S(=O)(=O)n2cnc3cc(C)c(C)cc32)cc1 | ? | -14% | 6%
COc1ccc(NC(=O)N2CC[C@@]3(CCCN(C(=O)c4cc(C(F)(F)F)cc(C(F)(F)F)c4)C3)C2)cc1 | -7% | . | 1%
Cc1ccc(C)c(OCCC(=O)OCC(=O)NC(=O)NC2CCCCC2)c1 | ? | -2% | .
COc1ccccc1N1CCN(C(=O)c2ccc(Cl)c(S(=O)(=O)N3CCOCC3)c2)CC1 | 26µM* | 6% | -4%
CCCCOP(=O)(OCCCC)C(O)c1ccc(N(C)C)cc1 (stereo unspecified) | ? | 1% | 0%
COc1ccc(NC2=CC(=S)NC(C)(C)C2)cc1 | ? | -18% | 0%
Cc1nc(CC(=O)Nc2ccc(C)c(C)c2)cs1 | 8% | -6% | .
CCOc1ccccc1C(=O)Nc1ccc(S(=O)(=O)N2CCOCC2)cc1 | ? | 0% | -8%
CN1C(=O)/C(=C/c2cn(CC(=O)N3CCCCC3)c3ccccc23)NC1=S | -29% | -5% | -2%
COCCCNC(=S)N/N=C/c1ccc(N(C)C)cc1Cl | 3% | 0% | -4%
COc1cc2[nH]c(=S)n(Cc3cccs3)c(=O)c2cc1OC | ? | 6% | 11%
O=C(Nc1ccc(F)cc1)c1ccccc1S(=O)(=O)c1ccccc1[N+](=O)[O-] | 9% | -2% | 3%
Nc1ccn(-c2ccc(Cl)cc2)c(=O)c1 | 5% | -13% | 0%
O=C(COC(=O)CCN1C(=O)c2ccccc2C1=O)Nc1ccc(S(=O)(=O)N2CCCC2)cc1 | -25% | -9% | 3%
CCOC(=O)CSc1nc2ccsc2c(=O)[nH]1 | -3% | -3% | -15%
